Statin myotox sup: suppression of simvastatin myotoxicity | C2C12 myotubes + simvastatin, ATP luminescence, 48 h; scaled: DMSO 0, geranylgeraniol control 100 | rescue of ATP level, % at 7.49 µM | actives 0.78% (n = 330,000) | AID 602340;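 active means mean ATP rescue above about 67%, or every replicate alone reaching that limit, limit read from the data, passing the limit was not always enough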;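 further: myotubes were challenged with 10 µM simvastatin during compound exposure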
FN deposit inh: fibronectin deposition inhibition. AH1F fibroblasts, Alexa488-fibronectin deposition fluorescence, overnight. inhibition, % at 12.6 µM. actives 0.086% (n = 350,000). AID 743247;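 active means mean inhibition across replicates of 30% or more, regardless of how many single replicates reach that level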;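 further: positive control wells lacked labelled fibronectin entirely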
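Test system: AH1F fibroblast monolayer depositing Alexa488-labelled fibronectin into matrix. Input: 10000 cells per well. Technique: fluorescence, ex 485 nm, em 525 nm. Buffer or medium: DMEM plus 2% serum, read in PBS. Timing: 1 h cell adhesion before compound, then overnight fibronectin incubation. Compound: single dose, pinned. Read-out basis: inhibition from reduced deposited-fibronectin fluorescence.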
miR-122 sensor: inhibitors of miR-122 in Huh7 cells; Huh7 miR-122 Renilla luciferase sensor, 48 h; neutral wells = 0, positive control = 100; activation (reporter increase), % at 12.5 µM; actives 0.3% (n = 340,000);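 active means mean replicate activation score at least 90 and every replicate individually at or above 90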;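 further: higher luciferase means less miR-122 activity so hits act as miR-122 inhibitors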
PGC1a acetyl inh: PGC1a acetylation modulation, inhibitor mode; actives 0.17% (n = 350,000); AID 651687; inhibition, % at 15.6 µM; U2OS PGC1a acetylation, AlphaScreen anti-acetyl-lysine; with virally co-expressed GCN5 acetyltransferase;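 active means every replicate shows inhibition of at least 40%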;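 further: 0% = neutral control wells and 100% = positive control wells; some results beyond the cut were filed as inactive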
INS-1E GSIS act: primary screen for activators of insulin secretion dependent on glucose, INS-1E cells, GLuc reporter luminescence | INS-1E GLuc reporter insulin secretion, 2-3 h | actives 0.61% (n = 370,000) | AID 743287 | activation, % at 16.6 µM;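 active means lowest replicate activation of at least 40%, so every replicate reaches that level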;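 further: 0% = median of neutral control wells and 100% = median of IBMX positive control wells; some compounds called inactive have numbers as strong as hits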
CFTR F508del cor: correctors of CFTR F508del function in bronchial epithelial cells; activity (quench increase), % at 7.58 µM; actives 0.36% (n = 350,000); CFBE cells, YFP halide quenching; stimulated with forskolin plus potentiator P3; % fluorescence drop versus neutral controls;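 active means mean added fluorescence quench of at least 8% versus neutral control, with both replicates also reaching 8%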;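 further: cells transiently co-express mutant CFTR-F508del with the halide-sensitive YFP; corrector assay measuring rescue of mutant channel to the surface after 24 h compound exposure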
Cneo AK release: causes C. neoformans cell lysis; adenylate kinase release luminescence, 4 h; normalised: neutral wells 0, clomiphene wells 100; lysis activity, % at 15 µM; actives 0.2% (n = 360,000); AID 651654;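 active means mean lysis activity across replicates of at least 80%, whatever share of replicates individually reach that level; inactive means mean lysis activity below 80%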
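read-out = cell lysis signal | test system = log-phase Cryptococcus neoformans yeast cells | input = cells at 5 × 10^6 per mL | medium = fresh YPD growth medium | signal = luminescent adenylate kinase detection reagent | timing = 4 h at 37 °C static, read 1 h later | dosing = single dose | controls = Clomiphene as positive lysis control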
PglD DTNB: inhibitors of Campylobacter jejuni PglD acetyltransferase | actives 0.098% (n = 360,000) | inhibition, % at 12.5 µM | purified PglD enzyme, DTNB colorimetric CoA detection | AID 602405; in the data active means inhibition above about 16%, passing the limit was not always enough; further: strong numbers were not always called active
Numbers without * were called inactive; . = not tested or not shown; & = joins results of further samples; [ ] = another dose, or the depositor's remark.

SMILES	Statin myotox sup	FN deposit inh	miR-122 sensor	PGC1a acetyl inh	INS-1E GSIS act	CFTR F508del cor	Cneo AK release	PglD DTNB
c1ccc(-c2csc3nnc(SCc4ccc5c(c4)OCCO5)n23)cc1	157*	.	3	-13	.	.	1	-3
CCCC(C)NC(=O)C1c2ccccc2Oc2ccccc21 (stereo not given)	2	-2	-3	.	.	.	1	-6
C[C@@H]1CN([C@@H](C)CO)S(=O)(=O)c2ccc(-c3cccc(C#N)c3)cc2O[C@H]1CN(C)C(=O)c1ccncc1	-3	.	-6[16.7 µM]	7	3	0.8	47	3
S=C1Nc2ccccc2Sc2ccc(Cl)cc21	.	-6	3	.	5	-1.2	2	6
C[C@@H]1CN([C@H](C)CO)C(=O)c2cc(-c3ccc(F)cc3)cnc2O[C@@H]1CN(C)C(=O)c1ccncc1	11	.	-4[16.7 µM]	-6	5	1.2	.	.
COc1ccc(Nc2nc(N)nc(CSC(=S)N3CCOCC3)n2)cc1	3	0	-5	-4	7	-1.4	-3	2
Cc1nnc(NC(=O)NC(C)N2C(=O)C3C4C=CC(C4)C3C2=O)s1 (stereo not given)	-1&12	2	-2	4&0	-4&4	-6.1	0&-3	7&5
COc1ccc2c3c1O[C@H]1C[C@@H](O)C=C[C@@]31CCN(C)C2	2	.	-1	2	3	-1.9	1	2
Cc1cc(OCC(=O)N2CCC(C(N)=O)CC2)c2c(C)c(C)c(=O)oc2c1	2	.	-1	19	.	.	1	2
Cc1ccc(CNc2ncnc3ccc(-c4ccc(CO)o4)cc23)o1	-48	-1	-4	17	25	-3.8	-1	2

Ordered by count of non-hydrogen atoms (lowest first): 3 of the compounds above
SMILES	Statin myotox sup	FN deposit inh	miR-122 sensor	PGC1a acetyl inh	INS-1E GSIS act	CFTR F508del cor	Cneo AK release	PglD DTNB
CCCC(C)NC(=O)C1c2ccccc2Oc2ccccc21 (stereo not given)	2	-2	-3	.	.	.	1	-6
COc1ccc(Nc2nc(N)nc(CSC(=S)N3CCOCC3)n2)cc1	3	0	-5	-4	7	-1.4	-3	2
C[C@@H]1CN([C@@H](C)CO)S(=O)(=O)c2ccc(-c3cccc(C#N)c3)cc2O[C@H]1CN(C)C(=O)c1ccncc1	-3	.	-6[16.7 µM]	7	3	0.8	47	3

Further entries.
SMILES	Statin myotox sup	FN deposit inh	miR-122 sensor	PGC1a acetyl inh	INS-1E GSIS act	CFTR F508del cor	Cneo AK release	PglD DTNB
NC(=O)CC(NC(=O)c1ccccc1)c1ccc(NC2CCC2)c([N+](=O)[O-])c1 (stereo not given)	-11	15	0	.	4	2.9	0	3
C[C@H](CO)N1C[C@H](C)[C@@H](CN(C)C(=O)Nc2cccc3ccccc23)OCCCC[C@H](C)Oc2ccc(NC(=O)Nc3ccc(C(F)(F)F)cc3)cc2C1=O	13	.	10[16.7 µM]	1	8	6.1	-4	1
CC1Cc2ccccc2N1C(=O)CSc1nnc(-c2ccc(S(=O)(=O)N3CCOCC3)cc2)n1C (stereo not given)	.	-2	3	-4	1	.	.	8
Cc1ccn2c(c1)nc(=O)c1cc(S(=O)(=O)N3CCOCC3)ccc12	7	-1	2	2	15	-0.7	-2	2
Cc1c(NC(=O)CSc2ccc3ccccc3n2)c(=O)n(-c2ccccc2)n1C	29	1	10	0	-7	0.3	-1	-1
O=C(COc1ccc(Nc2ccccc2)cc1)Nc1ccncc1	-30	10	-7	7	-7	-1.0	1	2
COCCCNC(=O)/C(C#N)=c1\s/c(=C\c2ccccc2OC(F)F)c(=O)n1CCCOC	.	.	-1	-5	26	.	2	1
O=C(CSc1nnc(CNC(=O)c2ccc(F)cc2)o1)Nc1ccc2c(c1)OCO2	.	-9	6	-6	12	1.0	0	-3
COCc1cn(CC[C@@H]2CC[C@@H](NC(=O)Nc3ccc(C(F)(F)F)cc3)[C@H](CO)O2)nn1	2	-3	.	9	4	2.3	2	1
CCC(C)c1ccc(OCC(=O)NNC(=O)C2CCCCC2)cc1 (stereo not given)	-2	-3	-4	.	.	0.8	3	0
COc1ccccc1CCNC(=O)C(=O)NCCC1CCCCN1S(=O)(=O)c1cccs1 (stereo not given)	-5	-1	.	.	-10	0.8	5	-3
O=C(Nc1nc2ccccc2n1CCN1CCCCC1)c1ccco1	-34	.	-3	-9	.	.	-5	-3
CCN(CC)c1ccc(/C=C2\CCC(/C=C(\C#N)C(=O)Nc3ccccc3F)=C2N2CCOCC2)cc1	-6	0	-7	.	1	.	-2	-3
Cc1ccc2[nH]c(C(=O)N3CCN(C(c4ccccc4)c4ccccc4)CC3)cc2c1	5	4	7	-2	-3	-2.6	-5	20
COc1ccc(-c2cc3ccc(O)cc3oc2=O)cc1	1	-1	-4	7	6	-1.3	-4	2
CC(=O)Nc1ccc(S(=O)(=O)N2CCSC2C(=O)O)cc1 (stereo not given)	5	.	.	8	.	.	6	-3
CC(C)(C)n1cnc2cc(NS(=O)(=O)c3ccc(Br)cc3)ccc21	36	.	1	-10	.	.	15	2
Cc1noc(C)c1CSCC(=O)Nc1nc2ccc(S(C)(=O)=O)cc2s1	-5	.	8	-7	-17	-1.5	0	-5
O=c1nc2cccc3c2=c(/c1=C(\O)c1ccccc1)c1ccccc1c3=O	.	3	.	.	2	0.6	-4	-20
CCc1cnc(N2[C@H](CO)[C@@H](c3ccc(C#CC(C)C)cc3)[C@@H]2C#N)s1	18	-7	.	-4	-10	-1.3	1	0

Copied from the listing for reference:
SMILES	Statin myotox sup	FN deposit inh	miR-122 sensor	PGC1a acetyl inh	INS-1E GSIS act	CFTR F508del cor	Cneo AK release	PglD DTNB
Cc1ccn2c(c1)nc(=O)c1cc(S(=O)(=O)N3CCOCC3)ccc12	7	-1	2	2	15	-0.7	-2	2
Cc1c(NC(=O)CSc2ccc3ccccc3n2)c(=O)n(-c2ccccc2)n1C	29	1	10	0	-7	0.3	-1	-1
O=C(COc1ccc(Nc2ccccc2)cc1)Nc1ccncc1	-30	10	-7	7	-7	-1.0	1	2
COCCCNC(=O)/C(C#N)=c1\s/c(=C\c2ccccc2OC(F)F)c(=O)n1CCCOC	.	.	-1	-5	26	.	2	1
O=C(CSc1nnc(CNC(=O)c2ccc(F)cc2)o1)Nc1ccc2c(c1)OCO2	.	-9	6	-6	12	1.0	0	-3
COCc1cn(CC[C@@H]2CC[C@@H](NC(=O)Nc3ccc(C(F)(F)F)cc3)[C@H](CO)O2)nn1	2	-3	.	9	4	2.3	2	1
CCC(C)c1ccc(OCC(=O)NNC(=O)C2CCCCC2)cc1 (stereo not given)	-2	-3	-4	.	.	0.8	3	0
COc1ccccc1CCNC(=O)C(=O)NCCC1CCCCN1S(=O)(=O)c1cccs1 (stereo not given)	-5	-1	.	.	-10	0.8	5	-3
O=C(Nc1nc2ccccc2n1CCN1CCCCC1)c1ccco1	-34	.	-3	-9	.	.	-5	-3
CCN(CC)c1ccc(/C=C2\CCC(/C=C(\C#N)C(=O)Nc3ccccc3F)=C2N2CCOCC2)cc1	-6	0	-7	.	1	.	-2	-3
Cc1ccc2[nH]c(C(=O)N3CCN(C(c4ccccc4)c4ccccc4)CC3)cc2c1	5	4	7	-2	-3	-2.6	-5	20
COc1ccc(-c2cc3ccc(O)cc3oc2=O)cc1	1	-1	-4	7	6	-1.3	-4	2
CC(=O)Nc1ccc(S(=O)(=O)N2CCSC2C(=O)O)cc1 (stereo not given)	5	.	.	8	.	.	6	-3
CC(C)(C)n1cnc2cc(NS(=O)(=O)c3ccc(Br)cc3)ccc21	36	.	1	-10	.	.	15	2
Cc1noc(C)c1CSCC(=O)Nc1nc2ccc(S(C)(=O)=O)cc2s1	-5	.	8	-7	-17	-1.5	0	-5
O=c1nc2cccc3c2=c(/c1=C(\O)c1ccccc1)c1ccccc1c3=O	.	3	.	.	2	0.6	-4	-20

Continued:
SMILES	Statin myotox sup	FN deposit inh	miR-122 sensor	PGC1a acetyl inh	INS-1E GSIS act	CFTR F508del cor	Cneo AK release	PglD DTNB
O=C(C=Cc1ccco1)c1ccc([N+](=O)[O-])cc1	9	-5	.	3	-42	-0.2	-1	-2
CCCCCC(=O)Nc1cccc(C2=NOC3(C2)C[C@H](C(N)=O)N(C(=O)COc2ccc(Cl)cc2)C3)c1 (stereo not given in full)	-14	-4	-5	9	-21	0.2	0	0
CC1CN(c2ncnc3c2c(-c2ccccc2)cn3-c2ccc(F)cc2)CC(C)O1 (stereo not given)	.	4	.	-14	-1	-4.1	.	.
O=C(CC1COc2ccccc2O1)NC1CCCCC1 (stereo not given)	1	.	-2	-10	.	.	4	2
N#Cc1cccc(-c2ccc([C@H]3[C@@H](CO)N4CCCCN(C(=O)Nc5cccc(F)c5)C[C@H]34)cc2)c1	-84	.	-6[16.7 µM]	-22	-23	1.7	49	-6
CCOc1ccccc1C(=O)NCC(=O)OCc1c(C)noc1C	.	3	-3	-9	-1	2.5	-3	1
CCOC(=O)C1CCN(Cc2cc(=O)n3c(-c4ccccc4)csc3n2)CC1	.	9	.	-2	6	1.3	.	.
CCOc1ccc(/C=C/C(=O)Oc2ccc(OC)cc2)cc1	-15	1	.	.	3	-1.7	1	2
O=C(C[C@@H]1CC[C@@H]2[C@H](COC[C@@H](O)CN2C(=O)c2ccc3c(c2)OCO3)O1)NC1CCCC1	15	-3	2[16.7 µM]	9	5	3.0	0	-1
CC1CC(C)CN(C(=O)Cn2nnc(-c3ccc(Br)cc3)n2)C1 (stereo not given)	10	-1	.	.	8	0.7	0	6
O=C(NC(=O)c1ccc(Cl)cc1)Nc1cc(N2CCCCC2)ncn1	5	.	-5	-4	.	.	-1	4
C[C@@H]1CN([C@H](C)CO)C(=O)Cc2cc(NC(=O)C3CC3)ccc2O[C@H]1CN(C)CC1CCCCC1	-12	.	-4[16.7 µM]	9	17	-1.4	-2	8
CN(C)C(=O)C[C@H]1C[C@@H]2c3cc(NS(C)(=O)=O)ccc3O[C@@H]2[C@H](CO)O1	6	2	-2[16.7 µM]	3	0	-2.1	2	-1
CC(C)CC#Cc1ccc2c(c1)O[C@H](CN(C)C(=O)CN(C)C)[C@@H](C)CN([C@H](C)CO)S2(=O)=O	4	8	1[16.7 µM]	0	-3	-1.2	2	2
Cc1c(-c2ccccn2)c(=O)[nH]n1-c1ccc(F)cc1	8	12	3	-3	-4	0.8	.	.
COC(=O)Cc1cc(=O)[nH]c(Nc2nc3ccccc3o2)n1	2	.	7	0	.	.	0	1
Cc1cc(NC(=O)CN2CCC(O)(c3cccc(F)c3)CC2)no1	3	-1	3	-2	.	.	-1	-1
O=C(CSc1nc2nc(-c3cccs3)cc(C(F)(F)F)c2c(=O)[nH]1)Nc1ccc(F)c(F)c1	.	-5	.	0	-26	-0.1	.	.
CC(C)c1nc2ccc(NC(=O)C3CCCCC3)cc2[nH]1	-41	.	2	0	11	.	0	34*
COc1ccc(C(=O)N(CN2CCCC2=O)c2nccs2)cc1OC	-3	-6	-1	10	.	.	-1	0
C[C@H]1CCCCO[C@H](CN(C)Cc2ccccc2)[C@@H](C)CN([C@@H](C)CO)C(=O)c2cc(NS(=O)(=O)c3cn(C)cn3)ccc2O1	.	-6	5[16.7 µM]	12	12	-4.2	-12	18
C[C@@H]1CCCCO[C@H](CN(C)C(=O)Nc2ccc(C(F)(F)F)cc2)[C@H](C)CN([C@@H](C)CO)C(=O)c2cc(NC(=O)NC3CCCCC3)ccc2O1	.	7	-5[16.7 µM]	24	8	0.0	-3	1
Cc1cccc(N2N=C(C(=O)N3Cc4ccccc4CC3C(N)=O)CCC2=O)c1 (stereo not given)	-2	3	-1	0	14	-0.9	11	2
